STK33 inh = inhibitors of purified STK33 kinase, primary screen, biochemical, ADP-Glo luminescence, homogeneous, cell-free; Serine/threonine-protein kinase 33 (Homo sapiens), Q9BYT3; MBP phosphorylation; inhibition, % at 10 µM; 320,000 tested, 0.073% active; AID 2661, 2010;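 active = inhibition at or above 25%, using the most active replicate where run in duplicate; inactive = inhibition below 25%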
Target sequence (Q9BYT3 whole entry, looked up): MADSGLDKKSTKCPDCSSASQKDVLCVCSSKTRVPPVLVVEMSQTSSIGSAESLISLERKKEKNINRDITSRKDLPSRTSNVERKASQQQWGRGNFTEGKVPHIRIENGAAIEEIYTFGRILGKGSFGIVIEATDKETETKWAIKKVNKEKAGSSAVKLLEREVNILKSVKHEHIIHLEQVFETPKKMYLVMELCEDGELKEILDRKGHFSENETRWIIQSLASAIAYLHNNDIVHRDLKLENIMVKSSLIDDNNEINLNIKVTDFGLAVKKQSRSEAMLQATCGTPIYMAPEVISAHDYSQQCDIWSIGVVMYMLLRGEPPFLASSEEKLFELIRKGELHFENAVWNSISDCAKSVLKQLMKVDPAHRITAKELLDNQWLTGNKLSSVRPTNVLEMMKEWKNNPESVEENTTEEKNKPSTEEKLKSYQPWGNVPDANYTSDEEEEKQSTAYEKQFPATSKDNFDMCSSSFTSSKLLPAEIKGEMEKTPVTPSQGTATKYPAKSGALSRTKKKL
OX1R FRET antag = antagonists of human orexin 1 receptor (OX1R). 330,000 tested, 1.8% active. inhibition, % at 6.6 µM. Orexin/Hypocretin receptor type 1 (Homo sapiens), O43613. OX1R-expressing cells, FRET antagonist read-out. AID 485270, 2010; in the data active = inhibition mostly above about 38%, no sharp cut-off; inactive = mostly below about 40%;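 also: 0% = agonist challenge alone and 100% = reference antagonist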
Target sequence (O43613 whole entry, looked up): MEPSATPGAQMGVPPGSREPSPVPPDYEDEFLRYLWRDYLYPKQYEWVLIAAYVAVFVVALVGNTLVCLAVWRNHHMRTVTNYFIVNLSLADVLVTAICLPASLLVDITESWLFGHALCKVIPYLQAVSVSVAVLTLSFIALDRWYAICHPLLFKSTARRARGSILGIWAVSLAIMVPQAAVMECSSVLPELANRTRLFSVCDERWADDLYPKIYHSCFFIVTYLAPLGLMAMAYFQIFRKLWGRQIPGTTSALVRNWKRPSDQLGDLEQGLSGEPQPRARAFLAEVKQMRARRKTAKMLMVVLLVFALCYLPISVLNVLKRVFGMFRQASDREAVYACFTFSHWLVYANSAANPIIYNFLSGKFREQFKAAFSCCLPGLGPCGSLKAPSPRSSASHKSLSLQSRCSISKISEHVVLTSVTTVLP
KCNQ2 block = KCNQ2 potassium channel inhibitors, primary screen, cell-based, CHO-K1, FluxOR thallium flux, B-score (AID 2156) | 20 min; hits give low values | B-score at 10 µM | 310,000 tested, 1.1% active;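 active = fluorescence ratio B-score at most minus 3 library SDs, with starting brightness B-score within 2 library SDs, cut at about -5.5 in these data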
The depositor's hits bear a star; i = inactive; nt = no result given.

cpd	STK33 inh	structure	OX1R FRET antag	KCNQ2 block
1	-0.8	Cc1sc2ncnc(SCC(=O)N(C)C3CCS(=O)(=O)C3)c2c1C (stereo not drawn)	6	i
2	-0.7	Cc1ccc2c(c1)N(C(C)C(=O)NCc1ccccn1)C(=O)CO2 (stereo not drawn)	5	i
3	0.8	Cc1cccc(CCNC(=O)CCS(=O)(=O)c2ccc3nc(C)sc3c2)c1	6	i
4	0.6	O=C(NC1CC1)c1cc(-c2ccc(Br)cc2)nc2ccccc12	10	nt
5	-0.1	CN(CC(=O)Nc1c(Cl)cccc1Cl)C(=O)c1ccc(-n2cncn2)c([N+](=O)[O-])c1	24	i
6	-0.2	CC(=O)Nc1sc2c(c1C#N)CCC2	9	i
7	-1.8	Cc1ccc(OCCN(C)C(=O)CC2C(=O)NCCN2CC(C)(C)C)cc1 (stereo not drawn)	6	i
8	-2.3	COC(=O)c1c(NC(NC(=O)C(C)(C)C)C(Cl)(Cl)Cl)sc2c1CCC2 (stereo not drawn)	4	i
9	13	c1ccc2nc(SCc3cn4ccccc4n3)cnc2c1	74	i
10	0.0	CCOC(=O)C1=C(C)NC(=O)C(C#N)C1c1ccncc1 (stereo not drawn)	2	i
11	-1.0	NS(=O)(=O)c1ccc(N=Nc2c(O)[nH]c3ccc(Br)cc23)cc1	35	i
12	-0.5	COC(=O)c1ccccc1N1C(=O)C2C(C1=O)C1C=CC2C12CC2 (stereo not drawn)	7	i
13	-1.2	Cc1ccc(C(=O)N/C(=C/c2cccnc2)C(=O)O)cc1	26	i
14	0.0	CC1(c2nnc(Cc3ccccc3)o2)CC(c2cccc(F)c2)=NO1 (stereo not drawn)	33	i
15	-1.8	CCOc1ccc(NC(=O)C(C)C(Cc2ccc(C)cc2)C(=O)O)cc1 (stereo not drawn)	1	i
16	-1.2	O=C(c1cc2sccc2n1Cc1ccc(F)cc1)N1CCN(c2nc3ccccc3s2)CC1	38	i
17	-1.5	CCn1c(C)cc(/C=C2\NC(=O)N(CC(=O)Nc3cccc(C)c3)C2=O)c1C	7	i
18	0.3	CCCS(=O)(=O)N1CCCC(C(=O)NCc2ccc3c(c2)OCO3)C1 (stereo not drawn)	4	i
19	-1.3	COCCNC(=O)Cn1nc(C(F)(F)F)c(Cl)c1C	7	i
20	-6.4	Cc1ccc(C(=O)CC(=O)c2ccccc2)cc1	3	i
21	0.9	Cc1nnc2n(c1=O)C(CS(=O)(=O)c1ccc3ccccc3c1)CS2 (stereo not drawn)	19	i
22	-0.8	CC/C(=N/OC(=O)c1cccc(C)c1)C(=O)c1cccs1	3	i
23	-1.7	COc1cc(OC)c(C(=O)OCC(=O)Nc2cc(C)on2)cc1OC	10	i
24	2.8	Cc1cccc(OCC(=O)NNC(=O)C2CCN(c3ncnc4sc(C)c(C)c34)CC2)c1	30	i
25	-1.4	CCCCN(C)CCCNC(=O)C1CC(=O)N(Cc2ccc(OC)cc2)C1 (stereo not drawn)	15	i
26	-2.8	Cc1ccc(N/N=C(\C#N)C(=O)c2ccsc2)cc1	26	i
27	0.1	Cc1cccc(OCC(=O)NC(C)C(=O)N/N=C/c2c(OCc3ccccc3)ccc3ccccc23)c1 (stereo not drawn)	43*	i
28	-1.0	O=C(NCCc1cccnc1)C1CCC(=O)N(Cc2cccc(C(F)(F)F)c2)C1 (stereo not drawn)	29	i
29	2.7	Cc1c(=O)n(OCc2ccccc2)c2ccccc2[n+]1[O-]	103*	i
30	-0.3	COc1ccc(-c2nnc(SCC(=O)Nc3ccc(Cl)cc3)n2C)cc1	0	i

Structures above that have a tert-butyl group, in the order listed:
cpd	STK33 inh	structure	OX1R FRET antag	KCNQ2 block
7	-1.8	Cc1ccc(OCCN(C)C(=O)CC2C(=O)NCCN2CC(C)(C)C)cc1 (stereo not drawn)	6	i
8	-2.3	COC(=O)c1c(NC(NC(=O)C(C)(C)C)C(Cl)(Cl)Cl)sc2c1CCC2 (stereo not drawn)	4	i

Later entries
cpd	STK33 inh	structure	OX1R FRET antag	KCNQ2 block
31	-0.5	CCCCc1c(C)c(C#N)c2[nH]c3ccccc3n2c1=O	60	i
32	-2.2	Cc1ccc(NS(=O)(=O)c2ccccc2Cl)c2c1CC(C)(C)O2	19	-6*
33	0.7	COC(=O)c1c(NC(=O)c2ccc(S(=O)(=O)N3CCOCC3)cc2)sc2c1CCN(C)C2	14	nt
34	-0.1	CN(Cc1ccccc1)C(=O)C1CCCN1S(=O)(=O)c1ccc2c(c1)n(C)c(=O)c(=O)n2C (stereo not drawn)	7	i
35	-0.5	O=C(CC1SC(=Nc2ccccc2)N(Cc2ccccn2)C1=O)Nc1ccc(Br)cc1 (stereo not drawn)	2	i
36	0.7	CCOC(=O)c1c(C)n(-c2ccc(OC)cc2)c2ccc(O)c(CN(C)C)c12	16	i
37	-1.7	CCOc1ccc(CCNC(=O)COC(=O)c2ccco2)cc1OCC	14	i
38	0.1	COc1cccc(COC(=O)C2CCN(S(=O)(=O)c3ccc(C)cc3)CC2)c1OC	9	i
39	-2.3	CC(C)(C)c1cnnn1-c1ccc([N+](=O)[O-])cc1	30	i
40	-2.0	COc1ccc2c(c1)O/C(=C\c1ccccc1O)C2=O	29	i
41	-1.0	CC(NC(=O)c1ccc(-c2cc(C(F)(F)F)ccc2Cl)o1)c1ccccc1 (stereo not drawn)	23	i
42	-0.4	O=C(CCc1nnc(CCCCc2ccccc2)o1)NCc1cccc(F)c1	7	i
43	0.4	Cc1cc(C(=O)Nc2ccc3ccccc3c2)c(C)o1	16	i
44	-1.9	Cn1cnc([N+](=O)[O-])c1Sc1ccccc1	11	i
45	-1.7	Cc1cccc(C(=O)NCCc2n[nH]c(=S)n2C)c1	6	i
46	-1.4	O=C(NCCc1cccnc1)C1CCC(=O)N(CCc2cccc(F)c2)C1 (stereo not drawn)	nt	i
47	-1.0	Cc1ccc(NC(=O)C2CCN(S(=O)(=O)c3ccc4c(c3)OCCCO4)CC2)nc1	12	i
48	-0.5	N#C/C(=C\c1ccccc1)C(=O)N1CCC(C(N)=O)CC1	7	i
49	-0.1	CC(CCc1ccc(O)cc1)NC(c1ccccc1)c1ccc(Cl)cc1 (stereo not drawn)	15	i
50	0.5	CC(=O)NCCCc1nc2ccccc2n1Cc1c(F)cccc1Cl	14	i
51	-1.0	COc1ccc(C(=O)C2CCCN(S(=O)(=O)c3ccccc3F)C2)c(C)c1 (stereo not drawn)	8	i
52	-1.6	Cc1ccc(C(=O)Oc2ccc(/C=C3\C(=N)N4N=C(N5CCOCC5)SC4=NC3=O)cc2)cc1	-2	i
53	0.4	C=CCC(NCc1ccccc1)c1ccco1 (stereo not drawn)	4	i
54	-0.9	COc1ccc(N2C(=NC(=O)CCCc3ccccc3)SC3CS(=O)(=O)CC32)cc1 (stereo not drawn)	3	i
55	0.5	Nn1c(SCC(=O)NCCN2C(=O)CSC2=O)nnc1-c1ccc(OC(F)F)cc1	16	i
56	1.1	NNC(=O)c1cc(O)c(O)c(O)c1	6	i
57	-1.1	O=S(=O)(NC1CC1)c1ccc(Cl)cc1F	7	i
58	0.2	Cn1c(NC(=O)c2ccc(Cl)s2)cc(=O)n(C)c1=O	9	i
59	-2.1	CC1CCC/C(=C(\C#N)c2nc(-c3cc4ccccc4oc3=O)cs2)C1 (stereo not drawn)	2	i
60	0.5	CCOC(=O)N1CCC(Nc2ncnc3c2cnn3-c2ccc(C)cc2C)CC1	12	i
61	0.1	N#C/C(=C\c1ccc(F)cc1)c1nc(-c2ccco2)cs1	1	i
62	2.4	Cn1nc(-c2ccc(OCC(N)=O)cc2)c2ccccc2c1=O	12	i
63	0.5	COCCN(CCNC(=O)c1ccc(NC2=NC3CS(=O)(=O)CC3S2)cc1)Cc1ccco1 (stereo not drawn)	-13	i
64	0.2	Fc1ccc(-c2ccc(Nc3cccc(F)c3)nn2)cc1	13	i
65	-0.7	CCOC(=O)CSc1n[nH]c(NS(=O)(=O)c2ccccc2C(F)(F)F)n1	14	i
66	2.7	Cc1ccc2oc(C(=O)Nc3ccc(S(=O)(=O)Nc4onc(C)c4C)cc3)c(C)c2c1	13	i
67	-1.1	O=C(CC1C(=O)NCCN1Cc1ccccc1F)NC1CCCCCC1 (stereo not drawn)	35	i
68	1.0	CCOC(=O)N1CCN(C(=O)CN2C(=O)NC(c3ccccc3)(c3ccccc3)C2=O)CC1	19	i
69	-0.9	O=C(O)c1ccc2c(c1)N(Cc1ccc(F)cc1)C(=O)c1ccccc1S2	8	i
70	0.3	COC(=O)CN(n1cnnc1)S(=O)(=O)c1ccccc1	4	i
71	-0.3	COc1ccc(CCNC(=O)CNS(=O)(=O)c2ccc(F)c(Cl)c2)cc1OC	-1	i
72	0.2	O=C(Nc1ccc(Cl)c(-c2nc3ccccc3[nH]2)c1)c1ccc2c(c1)OCO2	82*	i
73	0.1	CC(=O)Nc1cccc(C(=O)OCN2C(=O)c3ccccc3C2=O)c1	nt	i
74	-0.1	c1ccc2c(c1)ccc1nnc(SCc3ccc4c(c3)OCCO4)n12	38	i
75	-1.4	CCC(=O)NC(c1cccc([N+](=O)[O-])c1)c1c(OC(C)=O)ccc2ccccc12 (stereo not drawn)	10	i
76	-2.1	CCOC(=O)CNC(=O)N1CCCC(CCC(=O)NCc2ccc(F)c(F)c2)C1 (stereo not drawn)	14	i
77	0.0	O=C(Nc1ccc(NC(=O)c2cccs2)cc1)c1ccco1	22	i
78	0.2	Cc1cc(C)cc(-n2cc[nH]c2=S)c1	7	i
79	0.1	CCOC(=O)CC1(CC(=O)OCC)NC(=O)c2c(C)sc(C(=O)OCC)c2N1	-27	i
80	0.1	O=C(COC(=O)CCc1nc2ccccc2c(=O)[nH]1)Nc1ccc(N2CCOCC2)cc1	8	i
81	-0.5	CCCCNC(=O)c1nn2cc(Br)cnc2c1Br	24	i
82	-0.3	Cc1ccc(/C=N/N=C2/NC(=O)C(CC(=O)Nc3ccccc3)S2)o1 (stereo not drawn)	9	i
83	-1.3	Cc1nn(-c2ccccc2)c(C)c1/C=N/N1CCN(c2ccccc2)CC1	11	i
84	-1.8	CCN(C(=S)NC(=O)C1CCCC1)C1CCCCC1	21	i
85	3.9	COc1ccc(-c2nc(N)ncc2-c2ccccc2)c(O)c1	12	i
86	-4.8	CN(C)C1(CN=Cc2cc(Cl)cc([N+](=O)[O-])c2O)CCCCC1	43*	i
87	0.6	CCCCn1c(N)c(N(CC(C)C)C(=O)c2ccc(S(=O)(=O)N3CCCCCC3)cc2)c(=O)[nH]c1=O	2	i
88	nt	CCCCn1c(N)c(N(CC(C)C)C(=O)C2CCN(S(=O)(=O)c3ccc(C)cc3C)CC2)c(=O)[nH]c1=O	21	i
89	-0.4	Cc1cc(NC(=O)CN2CC(C)OC(C)C2)n(-c2nc3ccccc3s2)n1 (stereo not drawn)	14	i
90	-0.7	COc1ccc(CCNC(=O)c2ccc(NC(=O)CC3SC(N4CCCC4)=NC3=O)cc2)cc1 (stereo not drawn)	7	i

Sorted by value in OX1R FRET antag (smallest number first): some entries from above
cpd	STK33 inh	structure	OX1R FRET antag	KCNQ2 block
61	0.1	N#C/C(=C\c1ccc(F)cc1)c1nc(-c2ccco2)cs1	1	i
75	-1.4	CCC(=O)NC(c1cccc([N+](=O)[O-])c1)c1c(OC(C)=O)ccc2ccccc12 (stereo not drawn)	10	i
83	-1.3	Cc1nn(-c2ccccc2)c(C)c1/C=N/N1CCN(c2ccccc2)CC1	11	i
62	2.4	Cn1nc(-c2ccc(OCC(N)=O)cc2)c2ccccc2c1=O	12	i
64	0.2	Fc1ccc(-c2ccc(Nc3cccc(F)c3)nn2)cc1	13	i
88	nt	CCCCn1c(N)c(N(CC(C)C)C(=O)C2CCN(S(=O)(=O)c3ccc(C)cc3C)CC2)c(=O)[nH]c1=O	21	i
86	-4.8	CN(C)C1(CN=Cc2cc(Cl)cc([N+](=O)[O-])c2O)CCCCC1	43*	i

New compounds follow:
cpd	STK33 inh	structure	OX1R FRET antag	KCNQ2 block
91	-1.1	COc1ccc(S(=O)(=O)N2CCCC(C(=O)NCc3ccccc3)C2)cc1 (stereo not drawn)	15	i
92	-0.2	CC(C(=O)NCc1ccccc1Cl)N1C(=O)c2ccccc2C1=O (stereo not drawn)	12	i
93	-2.2	COc1cccc(-c2nc(Oc3cccc(C)c3C)c3ccccc3n2)c1O	16	i
94	0.7	COc1ccc(-c2csc(Cc3nc(O)cs3)n2)cc1	36	i
95	-2.0	CCC(=O)Nc1ccc(C(=O)CN2C(=O)NC3(CCCCCC3)C2=O)cc1	6	nt
96	0.7	Cc1c(Cl)c(-c2n[nH]c(=S)n2CC(C)C)nn1C	2	i
97	-0.5	COc1cccc(/C=N/n2c(-c3n[nH]c4c3CCC4)n[nH]c2=S)c1OC	7	i
98	-0.2	Cc1ccc(C)c(N2CCN(CCCNC(=O)CCC(=O)N3CCOc4ccc(Cl)cc43)CC2)c1	-4	i
99	-1.3	O=C1CC(c2ccncc2)c2cc3c(cc2N1)OCCO3 (stereo not drawn)	22	i
100	nt	COC(CNC(=O)c1ccc2c(c1)ncn2-c1ccc(F)cc1F)OC	15	i
101	-0.8	Cc1ccccc1C(=O)Nc1cccc(C#N)c1	1	i
102	-0.3	COc1cccc(NC(=O)CN(C)C(=O)c2cc(C)oc2C)c1	4	nt
103	-1.4	COCCCNC(=O)c1sc2ncn(CC(=O)Nc3ccc(C)c(Cl)c3)c(=O)c2c1C	15	i
104	nt	Clc1ccc(SCCOCCN2CCCCC2)cc1	13	i
105	-0.8	CCCc1nc2c(c(=O)c3ccccc3n2C)c(=O)n1-c1ccc(F)cc1	13	i
106	-1.6	CSCCC(NC(=O)c1ccccc1Br)C(=O)Nc1ccc(C)cc1 (stereo not drawn)	10	i
107	0.5	CCOC(=O)CSc1nc(=O)n2ccc(C)cc2n1	-1	i
108	0.2	Cc1ccc2c(c1)[C@H]1[C@H](CO2)[C@H](c2ccccc2)[C@]2(C)C(=O)Nc3ccc(Cl)cc3C(=O)N12	8	nt
109	-1.1	C/C(=N\Nc1nc2ccccc2nc1C)c1ccccc1O	64*	i
